Growth percent in the NCI-60 one-dose screen (48 h, 10 µM unless noted): 100 = growth as untreated, 0 = no growth, -100 = all killed.
SNB-19 – SNB-19 CNS cancer cells. 81,000 compounds, 2.5% hits. AID 1794751
SW-620 – SW-620 colon cancer; 82,000 compounds, 5.2% hits
KM12 – KM12 colon cancer cells. 82,000 compounds, 5% hits
HCC-2998 – HCC-2998 colon cancer | 79,000 compounds, 4.7% hits | AID 1794799
SF-268 – SF-268 CNS cancer cells; AID 1794759; 82,000 compounds, 3.1% hits
HT29 – HT29 colon cancer; 81,000 compounds, 7.4% hits
SF-539 – SF-539 CNS cancer; 81,000 compounds, 6.8% hits; AID 1794752
SF-295 – SF-295 CNS cancer cells; 79,000 compounds, 5.6% hits; AID 1794758
SNB-75 – SNB-75 CNS cancer. 79,000 compounds, 5% hits
Starred values were filed as active, the others as inactive; x = no result given; & = joins results of further samples. Rule for the calls: active = growth percent below 10; inactive = the rest.

SMILES	SNB-19	SW-620	KM12	HCC-2998	SF-268	HT29	SF-539	SF-295	SNB-75
CC(C)c1cccc(C(C)C)c1OCCN(C(C)C)C(C)C	98	99	103	99	103	91	104	95	96
Cc1ccc(C(=O)Nc2cccc(-c3cn(-c4ccc(S(N)(=O)=O)cc4)nn3)c2)cc1C(F)(F)F	85	94	53	113	84	116	69	93	59
Oc1ccc(CSc2nnc(-c3ccc(Cl)cc3)o2)c2cccnc12	17	17	18	29	24	102	17	5.9*	x
CSc1ccc(/C(=N/N=C(N)N)c2ccccc2)cc1	29	26	17	10.0*	54	17	-8.2*	6.0*	6.7*
Nc1nc(C(=O)N/N=C/c2ccc(O)cc2)nn1-c1ccc(S(N)(=O)=O)cc1	103	102	100	115	99	93	91	104	95
COc1ccc(C(C(=O)NCc2ccccc2)N(Cc2ccc(C)o2)C(=O)CNC(=O)OC(C)(C)C)cc1OC (configuration not stated)	102	105	109	96	106	106	112	307	83
CCOC(=O)/C(F)=C/C1CC1C(CC)CC (configuration not stated)	100	105	103	106	106	110	100	98	111
COc1ccc(-n2c(=S)sc3c(Cl)nc(C)nc32)c(OC)c1	12	45	25	35	4.7*	-7.4*	20	85	x
O=C(CC(c1ccccc1)N1CCOCC1)c1ccccc1 (configuration not stated)	85	x	23	x	92	90	97	95	86
Cc1ccccc1N1C(=O)c2cc(S(N)(=O)=O)c(Cl)cc2NC1C (configuration not stated)	116	108	108	107	106	101	111	103	87
CC(=O)C1C2(O)OC(=O)CC2=C2C(=O)OC(=O)C2C1(C)O (configuration not stated)	98	100	103	114	106	100	101	103	101
CN1CCN(Cc2ccc(NC(=O)c3cncc(C#Cc4c(N)ncc5cc(F)ccc45)c3)cc2C(F)(F)F)CC1	-95*	-53*	5.8*	51	39	-75*	9.5*	60	45
CC1(c2ccc(N)cc2)N=C(N)Nc2nc3ccccc3n21 (configuration not stated)	105	114	108	x	76	111	108	103	33
N#CC1C=CN(CC(N)=O)c2ccc3cccnc3c21 (configuration not stated)	96	104	105	106	105	88	99	103	87
O=C1OC(=O)[C@@H](c2ccccc2)[C@@H]1c1ccccc1	92	98	99	103	99	109	94	97	85
CCOC(=O)CCNC(=O)CCC(=O)NS(=O)(=O)c1ccccc1	101	101	104	108	102	99	100	101	x
Nc1c(S(=O)(=O)O)cc(S(=O)(=O)O)c2cccc(O)c12	104	100	103	94	113	121	119	110	100
CCOc1ccc2nc(C)cc(Nc3ccc(S(=O)(=O)Nc4cc(C)on4)cc3)c2c1	94	97	105	117	93	103	93	96	87
NNC(=O)CO	x	104	104	118	106	104	100	106	125
NS(=O)(=O)c1ccc(-n2ncc3c(NNC(=O)Nc4ccc(Cl)cc4)ncnc32)cc1	99	104	104	104	104	107	93	100	85

Brought forward from above: two entries, then new ones.
SMILES	SNB-19	SW-620	KM12	HCC-2998	SF-268	HT29	SF-539	SF-295	SNB-75
NNC(=O)CO	x	104	104	118	106	104	100	106	125
NS(=O)(=O)c1ccc(-n2ncc3c(NNC(=O)Nc4ccc(Cl)cc4)ncnc32)cc1	99	104	104	104	104	107	93	100	85
COc1cccc(N2CCN(C3=C(Cl)C(=O)C(C)=C(C)C3=O)CC2)c1	101	106	110	115	101	112	100	109	105
O=C(O)c1ccc(O)cc1	103	93	102	87	108	99	100	108	111
O=c1[nH]c(Nc2ccccc2)cc2ccccc12	102	97	97	106	89	103	99	100	100
CC(=O)Oc1c(Br)c(Br)c(Br)c(Br)c1Br	98	102	98	99	96	89	98	101	93
COc1cc(OC)c(/C=C/C(=O)c2c(OC)cc(NC(=O)CCC(=O)O)cc2OC)c(OC)c1	98	110	110	101	107	102	111	106	92
O=C(Cc1nc2ncccc2[nH]c1=O)N/N=C/c1ccc([N+](=O)[O-])cc1	93	91	96	109	86	93	93	100	81
O/N=C1\c2ccccc2-c2ccc(F)cc21	101	112	x	95	x	x	97	117	91
Cn1cc(C2=C(c3coc4ccc(F)cc34)C(=O)NC2=O)c2cc(Br)ccc21	94	103	76	112	112	68	102	98	56
Cc1ncc(N)c2c1OC(C)(C)OC2	99	101	111	100	105	91	114	100	94
FC(F)Oc1ccc(C(Nc2cccc(Cl)c2)c2nnnn2C2CCCCC2)cc1OCC1CC1 (configuration not stated)	88	90	85	113	79	83	100	83	89
CCOC(=O)C1NN(c2ccc(S(N)(=O)=O)cc2)c2nc3nc(-c4ccc(OC)cc4)cc(-c4cccs4)c3c(=O)n21 (configuration not stated)	87	110	103	106	95	105	88	91	95
CCCCCN1C(=O)/C(=c2\sc3n(c2=O)NC2C(N=3)N(CC)C(=O)N2CC)c2cccc(C)c21 (configuration not stated)	88	96	100	114	94	108	104	107	100
O=C1c2ccccc2CC1CN1CCCCC1 (configuration not stated)	112	102	101	107	105	99	113	103	86
O=C(CCCCCCCn1cc(-c2cccnc2)nn1)Nc1ccccc1-c1ccccc1	48	21	29	38	64	39	-7.9*	-16*	92
O=C(N/C(=C\c1ccc(/C=C(\NC(=O)c2ccccc2)C(=O)N2CCCCC2)cc1)C(=O)N1CCCCC1)c1ccccc1	98	101	113	120	113	101	102	98	100
c1ccc(CCn2c(-c3cccc(-c4ncon4)c3)nc3ccccc32)cc1	93	101	101	113	98	94	96	92	102
O=C(O)CCN(Cl)Cl	115	111	113	105	107	108	104	122	76
CNc1ccc(CSc2ccc(Cl)cc2)cc1	90	109	111	118	96	109	98	x	95
O=C(NS(=O)(=O)c1ccccc1)n1ccc2c(Cl)ccnc21	94	122	101	109	103	103	98	99	x
CCOC(=O)c1c(SC)n[nH]c1N	102	108	103	108	91	104	95	102	87
O=C(Nc1ccc(C2=NCCCN2)cc1)Nc1ccc(C2=NCCCN2)cc1	97	99	100	117	97	92	80	92	95
O=C1/C(=C/c2ccc(F)cc2)CCc2ccccc21	90	105	101	97	95	87	106	102	100
Cc1ccc(-c2nc(/C=C/C(=O)c3ccc(F)cc3)co2)cc1	89	98	100	110	101	87	94	91	93
Cn1cc(-c2nn3cc(-c4cccs4)nc3s2)c2cc(F)ccc21	32	12	22	67	45	7.7*	24	28	12
COc1ccc(-c2nc(-c3nc4ncccc4[nH]3)cc3c2[nH]c2ccccc23)cc1	90	90	53	94	69	50	77	80	x
Oc1ccc(Cl)cc1Sc1cc(Cl)ccc1O	95	103	106	106	88	102	98	108	63
O=C(O)c1ccc(Nc2ccnc(SCC(=O)c3ccc(Br)cc3)n2)cc1	92	102	98	104	100	108	95	100	62
O=C(CN1CCN(c2ncnc3c2cnn3-c2ccccc2)CC1)Nc1ccccc1	73	87	71	98	82	84	87	55	62
CCOC(=O)C1=NCCNC1=O	86	108	104	111	105	110	101	104	86
N#Cc1c(-c2ccccc2Cl)c(C#N)c(=O)n(-c2cccc(C(F)(F)F)c2)c1N	86	99	104	112	97	100	99	97	52
CCN1CCN(Cc2ccc(Cc3ncc(F)c(-c4cc(F)c5nc(C)n(C(C)C)c5c4)n3)nc2)CC1	48	-5.5*	28	55	54	13	60	65	21
CCCCCCCCCCCCCCCCCC1=NC(C)(C)CO1	101	99	102	92	104	94	95	93	93
CCn1cc(CNc2ccc(C(=O)Nc3cc4cc(OC)c(OC)cc4c(C)n3)cc2)c(C)n1	90	60	23	62	49	54	75	30	77
COC(=O)[C@]12CC[C@@H](C)[C@H](C)[C@@H]1C1=CC[C@@H]3[C@@]4(C)C(C=O)=C[C@@](C)(COC(=O)c5ccco5)[C@@H]4C(=O)C[C@@]3(C)[C@]1(C)CC2	40	31	23	39	45	30	58	34	35
COc1ccc(NC(=O)[C@H](Cc2ccccc2)NC(=O)OC(C)(C)C)cc1C(=O)Nc1cccc(C2CC(=O)c3c(cc(OC)c(OC)c3OC)O2)c1 (some centres not stated)	98	104	102	102	89	109	97	109	84
COC(=O)C1(C)COP(=O)(Nc2ccc(OC)cc2)OC1 (configuration not stated)	103	108	103	94	103	101	104	107	92
CN(C)N=Nc1nn(C(=O)Nc2ccc(Cc3ccccc3)cc2)c2ccccc12	64	34	13	10	63	41	4.9*	9.6*	101
COP(=O)(OC)c1nnn(-c2ccc([N+](=O)[O-])cc2)c1C	98	96	103	100	100	102	103	107	99
COc1ccc(-c2c(C)nn3c(NCCN4CCOCC4)cc(C)nc23)cc1OC	91	99	107	104	101	94	82	82	93
COc1ccc(CCN2C(=O)/C(=C/c3ccc(C4Oc5ccccc5C5CC(c6ccc(Cl)cc6)=NN54)cc3)SC2=S)cc1 (configuration not stated)	93	102	95	98	92	107	90	88	77
C=CCOc1ccc(/C(O)=C2\C(=O)C(=O)N(c3nccs3)C2c2ccccc2F)cc1 (configuration not stated)	102	103	89	107	116	108	125	85	90
Brc1ccc2[nH]cc(C(c3ccccc3)N3CCCC3)c2c1 (configuration not stated)	91	95	93	78	87	89	91	91	74
CCCCCCCCCCCC(=O)[O][Sn]([CH2]CCC)([CH2]CCC)[CH2]CCC	-96*	-43*	-91*	-92*	-84*	-90*	-98*	-84*	-100*
COC(CCN(C)Cc1ccccc1)N1CCCC1=O (configuration not stated)	88	102	102	105	99	90	x	106	112
Cc1ccc2c(c1)CC(O)CC1C(=O)N(CCO)CC(=O)N21 (configuration not stated)	102	106	105	104	100	96	102	101	83
CC(=O)Oc1csc(N(C(C)=O)c2ccc(Cl)c(C(F)(F)F)c2)n1	96	92	99	103	97	106	89	96	x
CC(C)(O)Cn1cc(-c2ccc3nc(OC4CC4)ccc3c2)c2c(N)ncnc21	64&75	64&97	57&84	89&100	57&91	45&74	59&82	57&79	38&40
CC1(C)CC(=O)C2=C(C1)Nc1c(C#N)c(N)[nH]c(=O)c1C2c1ccc(Cl)c(Cl)c1 (configuration not stated)	94	96	83	110	92	100	95	100	77

Grouped by structure: those above with an aryl methoxy group
SMILES	SNB-19	SW-620	KM12	HCC-2998	SF-268	HT29	SF-539	SF-295	SNB-75
COc1ccc(C(C(=O)NCc2ccccc2)N(Cc2ccc(C)o2)C(=O)CNC(=O)OC(C)(C)C)cc1OC (configuration not stated)	102	105	109	96	106	106	112	307	83
COc1ccc(-n2c(=S)sc3c(Cl)nc(C)nc32)c(OC)c1	12	45	25	35	4.7*	-7.4*	20	85	x
COc1cccc(N2CCN(C3=C(Cl)C(=O)C(C)=C(C)C3=O)CC2)c1	101	106	110	115	101	112	100	109	105
COc1cc(OC)c(/C=C/C(=O)c2c(OC)cc(NC(=O)CCC(=O)O)cc2OC)c(OC)c1	98	110	110	101	107	102	111	106	92
CCOC(=O)C1NN(c2ccc(S(N)(=O)=O)cc2)c2nc3nc(-c4ccc(OC)cc4)cc(-c4cccs4)c3c(=O)n21 (configuration not stated)	87	110	103	106	95	105	88	91	95
COc1ccc(-c2nc(-c3nc4ncccc4[nH]3)cc3c2[nH]c2ccccc23)cc1	90	90	53	94	69	50	77	80	x
CCn1cc(CNc2ccc(C(=O)Nc3cc4cc(OC)c(OC)cc4c(C)n3)cc2)c(C)n1	90	60	23	62	49	54	75	30	77
COc1ccc(NC(=O)[C@H](Cc2ccccc2)NC(=O)OC(C)(C)C)cc1C(=O)Nc1cccc(C2CC(=O)c3c(cc(OC)c(OC)c3OC)O2)c1 (some centres not stated)	98	104	102	102	89	109	97	109	84
COC(=O)C1(C)COP(=O)(Nc2ccc(OC)cc2)OC1 (configuration not stated)	103	108	103	94	103	101	104	107	92
COc1ccc(-c2c(C)nn3c(NCCN4CCOCC4)cc(C)nc23)cc1OC	91	99	107	104	101	94	82	82	93
COc1ccc(CCN2C(=O)/C(=C/c3ccc(C4Oc5ccccc5C5CC(c6ccc(Cl)cc6)=NN54)cc3)SC2=S)cc1 (configuration not stated)	93	102	95	98	92	107	90	88	77
